Assay outcomes as filed in PubChem BioAssay.
GLP-1R inv ag: GLP-1 receptor (human) inverse agonism; hit rate 1.6% among 410,000; AID 624417; HEK293 GLP-1R CRE-luciferase, luminescence, 24 h; GLP-1R form is constitutively active; Potency, µM (titrated, usually from 38.3 µM), inactives show at the highest dose activity change, negative = inhibition, actives largely listed as inhibitors; note: potency is the fitted concentration of half-maximal effect; % is set by controls: 0 for no effect and ±100 for the full control effect; nearly all actives have a fitted effect of over 55% in size
Target sequence (P43220 whole entry, looked up): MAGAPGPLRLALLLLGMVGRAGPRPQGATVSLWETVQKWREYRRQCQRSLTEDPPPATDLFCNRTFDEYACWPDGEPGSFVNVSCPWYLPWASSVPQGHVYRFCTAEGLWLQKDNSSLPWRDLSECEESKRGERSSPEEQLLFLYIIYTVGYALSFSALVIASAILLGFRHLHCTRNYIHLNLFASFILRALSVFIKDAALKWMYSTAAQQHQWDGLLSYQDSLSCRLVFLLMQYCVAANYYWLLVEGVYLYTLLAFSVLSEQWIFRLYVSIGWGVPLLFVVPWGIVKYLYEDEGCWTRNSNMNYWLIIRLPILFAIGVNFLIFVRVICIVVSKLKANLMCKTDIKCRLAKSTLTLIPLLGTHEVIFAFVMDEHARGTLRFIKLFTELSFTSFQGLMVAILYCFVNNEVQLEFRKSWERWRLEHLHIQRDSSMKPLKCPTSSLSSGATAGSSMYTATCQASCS
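Inverse agonists were sought by their lowering of basal cAMP reporter luciferase output in HEK293 cells stably carrying constitutively active human GLP-1R, after 24 h compound treatment.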
GLP-1R agonist: activates the human GLP-1 receptor; hit rate 0.007% among 380,000; Potency, µM (series often up to 45.6 µM), for inactives: at the highest dose activation, most hits filed as activators; HEK293 GLP-1R CRE-luciferase, luminescence, 4-6 h; cells express a hypersensitive GLP-1R form; P43220; note: potency is the fitted concentration of half-maximal effect; % of control where 0% means no effect
IL2 activator: activators of IL-2; activation, % (series mostly up to about 46 µM); IL-2 activation reporter assay, cell-based qHTS; stimulated with anti-CD3/CD4/CD28 beads; in transgenic mouse T cells; hit rate 0.065% among 360,000; AID 652025; in the data active = activation above about 50%; inconclusive = mostly about 30% to 49%; note: 0% is about no effect
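Unstimulated transgenic mouse T cells; 60-min compound exposure; bead-based TCR/CD4/CD28 stimulation; 18 h culture, 37 degrees C; dual fluorescence (EGFP, DsRed) plate cytometry.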
HEK293 tox: cytotoxicity in counter-screen for GLP-1R inverse agonists; hit rate 0.13% among 410,000; HEK293 cAMP-luciferase reporter cells, luminescence, 24 h; Potency, µM (highest dose often 38.3 µM), for inactives: top-dose activity change, negative = inhibition, usual class: inhibitors;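 note: loss of luciferase light is scored as toxicity; potency is the fitted concentration of half-maximal effect; % is set by controls: 0 for no effect and ±100 for the full control effect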
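To flag toxic compounds, the library was rerun on cells for 24 hr at 37 deg C and 5% CO2. Viability-linked luminescence was captured 12 min after adding luciferase detection reagent.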
PTHR1 ag: agonists of human PTHR1 parathyroid hormone receptor; HEK293 GP2 PTHR1 cells, GloSensor cAMP luminescence, 1 h; Potency, µM (series often up to 115 µM), inactives show at the top dose activation, hits mostly activators; hit rate 0.075% among 410,000; Q03431; AID 743266; note: potency is the fitted concentration of half-maximal effect; nearly all actives have a fitted effect of over 55% in size; some results filed as inactive show a strong effect at the top dose; inactives centre near -15; many of its hits are not listed in these tables
Target sequence (Q03431 whole entry, looked up): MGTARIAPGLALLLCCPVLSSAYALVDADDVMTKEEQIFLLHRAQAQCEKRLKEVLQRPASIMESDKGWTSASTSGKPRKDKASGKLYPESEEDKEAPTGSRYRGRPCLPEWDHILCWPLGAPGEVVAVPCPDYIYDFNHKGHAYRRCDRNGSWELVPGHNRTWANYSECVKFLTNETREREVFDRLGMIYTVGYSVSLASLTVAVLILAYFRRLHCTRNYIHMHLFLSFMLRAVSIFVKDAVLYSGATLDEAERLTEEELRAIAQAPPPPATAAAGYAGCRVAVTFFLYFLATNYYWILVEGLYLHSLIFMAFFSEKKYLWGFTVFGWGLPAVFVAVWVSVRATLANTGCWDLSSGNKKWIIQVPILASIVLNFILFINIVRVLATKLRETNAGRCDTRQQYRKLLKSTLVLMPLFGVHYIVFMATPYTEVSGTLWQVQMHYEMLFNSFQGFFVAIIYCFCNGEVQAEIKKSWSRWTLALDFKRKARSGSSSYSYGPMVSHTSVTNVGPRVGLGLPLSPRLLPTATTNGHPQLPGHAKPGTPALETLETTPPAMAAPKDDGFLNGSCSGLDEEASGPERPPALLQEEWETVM
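HEK-293-derived GP2 cells expressing PTHR1 and a GloSensor cAMP reporter, 3,000/well, plated overnight, given luciferin plus IBMX (each 0.5 mM as added) for 1 h at 37 °C, then compound for 1 h at 37 °C. Luminescence was read after 15 min at room temperature.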
PLK1 PBD inh: inhibitors of human PLK1 polo-box domain binding | P53350 | Plk1 PBD binding of FITC phosphopeptide, fluorescence polarization | Potency, µM, for the others: max response, negative = inhibition, most hits filed as inhibitors | hit rate 2.8% among 360,000; note: potency is the fitted concentration of half-maximal effect; series mostly up to about 57 µM; % is set by controls: 0 for no effect and ±100 for the full control effect; nearly all actives have a fitted effect of over 65% in size
PI5P4Ka inh: inhibitors of human PI5P4K alpha. PI5P4Kalpha enzyme, ADP-Glo luminescence, 60 min; stronger effect = lower value. max response, %. hit rate 1.2% among 330,000. AID 652105; active = max response of -50% or lower; inconclusive = between -30% and -50%; inactive = -30% or higher; note: value at the top dose of about 77 µM; % is set by controls: 0 for no effect and ±100 for the full control effect
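Compounds were pin-transferred onto PI5P4Kalpha and substrate in HEPES pH 7.4 buffer with EGTA, CHAPS and 5% DMSO. ATP (5 microM final) started the reaction, which ran 60 minutes at room temperature before ADP-Glo detection.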
EPAC1 ag: agonists of human EPAC1 | EPAC1 agonist qHTS, biochemical assay; response scale: 100% = response to 6.5 mM cAMP | AID 720707 | hit rate 0.073% among 360,000 | O95398 | Potency, µM (series often up to 154 µM), for the others: at the highest dose activation, actives largely listed as activators; note: potency is the fitted concentration of half-maximal effect; nearly all actives have a fitted effect of over 60% in size
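Fluorescent GDP-exchange assay: 100 nM EPAC1 with 250 nM Rap1B preloaded with BODIPY-GDP and 50 uM GDP; compounds tested as concentration series, 5 min at room temperature, then read every 5 min for 30 min (ex 480/em 540 nm); normalized to 6.5 mM cAMP.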
EPAC1 antag: EPAC1 (human) antagonism; EPAC1 GEF assay, Rap1b-BODIPY-GDP exchange fluorescence; Potency, µM (top dose mostly 115 µM), for inactives: top-dose activity change, negative = inhibition, usual class: inhibitors; O95398; hit rate 0.14% among 360,000;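 note: potency is the fitted concentration of half-maximal effect; plate controls were vehicle for no effect and positive control for full effect; nearly all actives have a fitted effect of over 50% in size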
The depositor's hits bear a star; i = inactive; ? = inconclusive; . = no result given; [ ] = dose if it differs, or a comment. Unless noted, calls come from the whole dose curve; as a rule, active = well fitted curve in the direction sought with a large enough effect; inconclusive = small, poorly fitted or top-dose-only effect, or another doubt; inactive = no such curve, though single readings can be large; an effect the other way counts as inactive or inconclusive.

Screens in order – EPAC1 antag, PTHR1 ag, PLK1 PBD inh, GLP-1R inv ag, IL2 activator, PI5P4Ka inh, EPAC1 ag, GLP-1R agonist, HEK293 tox
COc1ccc(CCNC(=O)c2cccs2)cc1
→ 0%, -11%, -14%, 9%, -1.0, 0, 4%, 2%, -5%
O=[N+]([O-])c1cnc(Sc2ccncn2)s1
→ -10%, -64%[inhibitor], 0.67µM*, ?, -0.9, -21, -6%, -7%, 2.8µM*
COc1ccc(NC(=O)CN(C)CC(=O)Nc2cccc(F)c2)cc1Cl
→ -13%, -13%, 2%, 10µM*, -3.9, 9, -4%, 22%, -14%
COC(=O)C1=C(C)Nc2c(c(=O)n(C)c(=O)n2C)C1c1cccnc1 (stereo not given)
→ 4%, i, -6%, 18%, 0.5, 0, 0%, -1%, 1%
O=C(Nc1ccc2[nH]ccc2c1)c1cccs1
→ -21%, -22%, -5%, 1%, -0.4, -18, 0%, 6%, 0%
Cn1c(SCC(=O)NCc2ccco2)nnc1-c1ccccc1
→ 8%, i, -7%, 5%, 0.0, -7, 9%, 8%, 5%
CC(C)C(NC(=O)CN1C(=O)c2ccccc2S1(=O)=O)C(C)C
→ -20%, -18%, -3%, 12%, 0.2, -2, -3%, -5%, 5%
Cc1ccc(S(=O)(=O)N2[C@@H](c3ccccc3)C(C(=O)O)=CC[C@H]2c2ccc(C(C)C)cc2)cc1
→ ?, i, ?, ?, -0.3, -5, -7%, -1%, -8%
CC(C)c1ccc(NC(=O)COc2ccc(F)cc2C(=O)c2cnn(-c3ccccc3)c2)cc1
→ -5%, i, -7%, 8%, -2.4, 31, 13%, -3%, -3%
O=C(CS(=O)(=O)c1c[nH]c2ccccc12)NC1CCCCC1
→ -10%, i, -3%, 28%, -2.7, -2, -12%, -2%, 2%
CCCCC(=Nc1ccccc1OC)C1=C(O)CC(c2ccccc2)CC1=O (stereo not given)
→ 6%, -28%, 5%, 4%, -0.7, -1, -3%, 0%, -6%
O=C(C1CCCN(S(=O)(=O)c2cccc3cccnc23)C1)N1CCN(c2ccccc2F)CC1 (stereo not given)
→ -4%, -24%, -1%, -6%, -3.5, -1, 8%, 9%, -18%
CN(C)c1ccc(N2C(=NC(=O)CC3CCCCC3)SC3CS(=O)(=O)CC32)cc1 (stereo not given)
→ 11%, i, -13%, 13%, -4.3, 12, -5%, -6%, 1%
COc1ccc(CC(=O)NNS(=O)(=O)c2ccccc2[N+](=O)[O-])cc1
→ 20%, -4%, -4%, 28%, -3.3, 8, 12%, 0%, 9%
CCOC(=O)Nc1c(C(=O)OC)[nH]c2cccc(OC)c12
→ 4%, -17%[57.5 µM], -1%, -5%, 0.1, 4, 1%, -10%, -1%

Rewritten as comma-separated lines: 7 of the compounds above
structure,EPAC1 antag,PTHR1 ag,PLK1 PBD inh,GLP-1R inv ag,IL2 activator,PI5P4Ka inh,EPAC1 ag,GLP-1R agonist,HEK293 tox
COc1ccc(CCNC(=O)c2cccs2)cc1,0%,-11%,-14%,9%,-1.0,0,4%,2%,-5%
O=[N+]([O-])c1cnc(Sc2ccncn2)s1,-10%,-64%[inhibitor],0.67µM*,?,-0.9,-21,-6%,-7%,2.8µM*
COc1ccc(NC(=O)CN(C)CC(=O)Nc2cccc(F)c2)cc1Cl,-13%,-13%,2%,10µM*,-3.9,9,-4%,22%,-14%
COC(=O)C1=C(C)Nc2c(c(=O)n(C)c(=O)n2C)C1c1cccnc1 (stereo not given),4%,i,-6%,18%,0.5,0,0%,-1%,1%
O=C(Nc1ccc2[nH]ccc2c1)c1cccs1,-21%,-22%,-5%,1%,-0.4,-18,0%,6%,0%
Cn1c(SCC(=O)NCc2ccco2)nnc1-c1ccccc1,8%,i,-7%,5%,0.0,-7,9%,8%,5%
CC(C)C(NC(=O)CN1C(=O)c2ccccc2S1(=O)=O)C(C)C,-20%,-18%,-3%,12%,0.2,-2,-3%,-5%,5%

Next results follow:
Screens in order – EPAC1 antag, PTHR1 ag, PLK1 PBD inh, GLP-1R inv ag, IL2 activator, PI5P4Ka inh, EPAC1 ag, GLP-1R agonist, HEK293 tox
CCOC(=O)C(NC(C)=O)(N1CCc2ccccc2C1)C(F)(F)F (stereo not given)
→ 10%, i, -3%, 16%, -0.9, ., -3%, 2%, 2%
CCc1ccc(CCC(=O)N2CCN(S(=O)(=O)c3sc(C(=O)O)c(C)c3C(=O)O)CC2)cc1
→ 7%, i, -1%, 16%, 0.0, -1, 7%, -30%[inhibitor], -10%
CN(C)S(=O)(=O)Oc1ccsc1C(=O)Nc1cccc(Cl)c1
→ 6%, i, 3%, -13%, -3.0, ., 14%, 14%, 6%
COc1ccc(C2SCCN2S(=O)(=O)c2ccccc2)cc1OC (stereo not given)
→ -2%, -25%[57.5 µM], -5%, 6%, -0.4, 0, 0%, 13%, -1%
CCS(=O)(=O)N1CCN(c2ccc([N+](=O)[O-])c(NCc3ccccc3)c2)CC1
→ 0%, -9%, -3%, 39%[activator], 0.3, 2, 9%, 0%, -9%
CC(=C1C(=O)c2ccccc2C1=O)N1CCc2ccccc2C1
→ -4%, i, -12%, -5%, -2.1, ., 2%, 5%, -13%
C=CCN(C(=O)Nc1ccc(Cl)cc1)C1CC(=O)N(c2ccc(OC)cc2)C1=O (stereo not given)
→ -3%, -2%[57.5 µM], -5%, -20%, -1.3, ., 4%, 4%, 1%
CCOCCn1c2ccccc2c2nc3ccccc3nc21
→ 1%, -42%[inhibitor], -4%, ?, -3.4, 7, -1%, 0%, 68%[activator]
COC(=O)c1n[nH]n(-c2ccccc2)c1=O
→ ., i, ., 1%, ., ., ., -5%, 0%
Cc1nc2ccccc2n1C(=O)c1ccccc1[N+](=O)[O-]
→ -4%, -52%[inhibitor], 4%, -1%, 0.2, -8, -7%, -2%, -2%
O=C(c1ccco1)N1CCN(Cc2nc3ccc([N+](=O)[O-])cc3c(=O)n2-c2ccccc2F)CC1
→ -3%, i, -2%, 0%, 1.9, -3, -4%, 0%, 3%
CCC(C)(C)NC(=O)C(c1ccc(OC)cc1)N(Cc1ccc(OC)cc1)C(=O)CCC(=O)Nc1cc(C)on1 (stereo not given)
→ -1%, -28%, -1%, -20%, -2.0, 0, -4%, 3%, 2%
CCOC(=O)C1CCN(C(=O)COC(=O)/C=C/c2ccccc2)CC1
→ ?, 25%, -19%, -25%, -0.3, 9, 8%, 1%, 6%
CCNS(=O)(=O)c1ccc(CCC(=O)Nc2ccccc2)cc1
→ 4%, -7%, -4%, 7%, -0.1, 1, 8%, 1%, 4%
C=CCc1c(C)nc2c(C(=O)O)cnn2c1C
→ -3%, -3%[57.5 µM], -2%, 9%, -0.8, ., 2%, -1%, 1%
Nc1nc2n(n1)C(c1ccco1)CC(c1ccc(Cl)c(Cl)c1)N2 (stereo not given)
→ -7%, -57%[inhibitor][57.5 µM], -8%, -6%, -1.3, 1, 0%, 4%, 3%
O=C(NN1C(=O)CSC1=S)C(=O)NN1C(=O)CSC1=S
→ 9%, -13%, -27%, 21%, -1.4, -67*, 6%, 0%, 0%
Cc1cc(CNC(=O)C2CCC(=O)N(Cc3ccccc3F)C2)nn1C (stereo not given)
→ -3%, i, -3%, 7%, -2.6, -2, 1%, -4%, -5%
CCn1c(SCC(=O)Nc2nonc2C)nnc1-c1ccco1
→ 2%, i, -4%, 20%, -2.4, 9, -4%, 0%, 12%
CCOC(=O)C1(Cc2ccccc2)CCN(Cc2cccc(OC)c2O)CC1
→ 1%, -22%, 1%, ?, -0.4, 4, 7%, 11%, 0%
CC1CCCC(C)N1S(=O)(=O)c1ccc(S(=O)(=O)NCCc2ccncc2)cc1 (stereo not given)
→ -1%, -11%[57.5 µM], -6%, -5%, -1.4, ., 6%, -1%, 17%
O=C(c1cccs1)N1N=C(c2ccccc2)CC1c1ccccc1 (stereo not given)
→ 1%, -16%[57.5 µM], 0%, 0%, -1.0, ., 21%, 14%, ?
COc1ccc(NC(=O)CCN2CCCC2)c(OC)c1
→ 0%, i, -8%, 5%, -2.7, -2, 4%, 4%, 8%
CCOCCCNC(=O)c1ccc2c(=O)n(CCc3ccccc3)c(=O)[nH]c2c1
→ ., -32%[inhibitor], ., -3%, ., ., ., -2%, 2%
FC(F)(F)c1cc(-c2ccco2)nc(N2CCN(c3ccccc3)CC2)n1
→ 4%, -4%, 0%, -33%, -1.9, ., -5%, -7%, 0%
Cc1cc(C)cc(C(=O)NC(CC(N)=O)c2ccc(N3CCC(N4CCCCC4)CC3)c([N+](=O)[O-])c2)c1 (stereo not given)
→ 0%, i, -8%, 3%, -0.4, 0, 1%, 8%, 4%
Cc1ccc(CCNS(=O)(=O)c2ccc3c(c2)N(C)CCO3)cc1
→ -1%, i, -2%, ?, -1.3, -1, -13%, -4%, -15%
CC(=O)Nc1ccc(S(=O)(=O)n2cnc3cc(C)c(C)cc32)cc1
→ -5%, -64%[inhibitor], -2%, -9%, 0.4, 2, 10%, -1%, -9%
COc1ccc(CCN2CC3=C(C2=O)C(c2ccccc2)NC(=O)N3C)cc1OC (stereo not given)
→ 0%, -6%, -7%, -4%, 2.0, 0, -6%, -1%, -7%
O=C(CNC(=O)c1cccc(Cl)c1)Nc1ccc(F)c(F)c1F
→ -27%, -23%, -17%, -24%, 0.7, 3, -7%, 5%, 1%

A different layout for two compounds above.
SMILES | EPAC1 antag | PTHR1 ag | PLK1 PBD inh | GLP-1R inv ag | IL2 activator | PI5P4Ka inh | EPAC1 ag | GLP-1R agonist | HEK293 tox
Cc1ccc(CCNS(=O)(=O)c2ccc3c(c2)N(C)CCO3)cc1 | -1% | i | -2% | ? | -1.3 | -1 | -13% | -4% | -15%
CCn1c(SCC(=O)Nc2nonc2C)nnc1-c1ccco1 | 2% | i | -4% | 20% | -2.4 | 9 | -4% | 0% | 12%

Only part of the results is shown, so the mix of outcomes need not match the whole.
